C-LANA FP = blocks KSHV LANA C-terminal domain binding to DNA; MBP-C-LANA/FAM-LBS DNA binding, fluorescence polarization; inhibition, % at 9 µM; 340,000 compounds, 0.078% hits;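 active = highest replicate inhibition at or above 60% at 9 µM, even if other replicates fall short; inactive = all replicates below 60% inhibition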;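 also: 0% = neutral control wells and 100% = 4 µM acridine orange control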
PKA-R2B activ = activates the human PKA-R2B holoenzyme complex; PKA-R2B holoenzyme dissociation, Cy5-IP20 fluorescence polarization; R2B truncated from residue 108, S112A mutant; 0% DMSO only, 100% 113 µM cGMP; activation, % at 11.4 µM; 340,000 compounds, 0.079% hits;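 active = activation above a cutoff set at the mean over all compounds plus 3 SD, cut at about 18% in these data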;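 also: higher means more holoenzyme dissociation and a rise in polarization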
Keap1-Nrf2 PPI = Keap1-Nrf2 (human) interaction inhibition. Q14145. inhibition, % at 9.4 µM. Keap1 Kelch-Nrf2 peptide fluorescence polarization, 1536-well. 340,000 compounds, 0.15% hits; in the data active = inhibition above about 12%;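 also: human Keap1 Kelch domain with fluorescein labeled Nrf2 9mer peptide probe; 0% = neutral control wells and 100% = peptide positive control; higher means more block of Keap1 binding to Nrf2 peptide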
SR-BI DiI-HDL act = enhances SR-BI lipid uptake from DiI-HDL; 320,000 compounds, 0.096% hits; CHO ldlA[mSR-BI] cells, DiI-HDL uptake fluorescence, 3 h; 100 = double the neutral-control signal; AID 504775; activation, % at 12.5 µM;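 active = mean replicate activation of at least 60% and every replicate at or above 60%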;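 also: 0% = median plate neutral-control signal and 100% = twice that signal; values of inactives mirror those of a sister screen read the other way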
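Material: SR-BI-overexpressing, LDLR-lacking CHO cells | Dosing: Single compound concentration, delivered by pin transfer | Probe or stimulus: Labelled HDL, 10 µg/mL | Signal: Bottom-read cell fluorescence after medium removal, ex 550/em 595 nm | Schedule: 3 h, 37 °C | Evaluation: HDL uptake via cellular fluorescence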
RTF Ca sens inh = cardiac RTF calcium desensitization; P19429+P45379; IANBD-labeled cardiac RTF, Ca2+ fluorescence; inhibition, % at 7.15 µM; 340,000 compounds, 0.12% hits; AID 493244;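 active = inhibition above the mean inhibition of all tested compounds plus 3 SD, cut at about 17% in these data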;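 also: assay run at fixed EC70 calcium of 1.6 mM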
Rtt109 Vps75 = inhibitors of Candida albicans Rtt109/Vps75 histone acetyltransferase; purified Rtt109/Vps75, ThioGlo CoA-SH fluorescence, 4 h; inhibition, % at 34.9 µM; 330,000 compounds, 0.16% hits;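 active = inhibition of at least 50% in every replicate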
Target sequence (Q5AAJ8 whole entry, looked up): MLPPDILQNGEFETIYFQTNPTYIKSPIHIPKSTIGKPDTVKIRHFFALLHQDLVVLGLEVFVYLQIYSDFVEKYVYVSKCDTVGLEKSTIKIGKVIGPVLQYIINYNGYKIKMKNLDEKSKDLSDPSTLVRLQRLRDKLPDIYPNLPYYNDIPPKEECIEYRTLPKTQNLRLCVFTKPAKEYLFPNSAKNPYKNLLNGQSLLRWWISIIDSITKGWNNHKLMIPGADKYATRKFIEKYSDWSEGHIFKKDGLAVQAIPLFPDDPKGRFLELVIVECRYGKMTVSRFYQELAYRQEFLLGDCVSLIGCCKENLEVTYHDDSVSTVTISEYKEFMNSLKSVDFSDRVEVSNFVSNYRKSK
DAGLB inh = blocks human DAGLB lipase activity; 340,000 compounds, 0.059% hits; inhibition, % at 5.17 µM; HEK293T DAGLB membrane lysate, EnzChek fluorogenic substrate; in the data active = inhibition above about 34%;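 also: 0% = enzyme with vehicle and 100% = wells lacking enzyme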
Target sequence (Q8NCG7 whole entry, looked up): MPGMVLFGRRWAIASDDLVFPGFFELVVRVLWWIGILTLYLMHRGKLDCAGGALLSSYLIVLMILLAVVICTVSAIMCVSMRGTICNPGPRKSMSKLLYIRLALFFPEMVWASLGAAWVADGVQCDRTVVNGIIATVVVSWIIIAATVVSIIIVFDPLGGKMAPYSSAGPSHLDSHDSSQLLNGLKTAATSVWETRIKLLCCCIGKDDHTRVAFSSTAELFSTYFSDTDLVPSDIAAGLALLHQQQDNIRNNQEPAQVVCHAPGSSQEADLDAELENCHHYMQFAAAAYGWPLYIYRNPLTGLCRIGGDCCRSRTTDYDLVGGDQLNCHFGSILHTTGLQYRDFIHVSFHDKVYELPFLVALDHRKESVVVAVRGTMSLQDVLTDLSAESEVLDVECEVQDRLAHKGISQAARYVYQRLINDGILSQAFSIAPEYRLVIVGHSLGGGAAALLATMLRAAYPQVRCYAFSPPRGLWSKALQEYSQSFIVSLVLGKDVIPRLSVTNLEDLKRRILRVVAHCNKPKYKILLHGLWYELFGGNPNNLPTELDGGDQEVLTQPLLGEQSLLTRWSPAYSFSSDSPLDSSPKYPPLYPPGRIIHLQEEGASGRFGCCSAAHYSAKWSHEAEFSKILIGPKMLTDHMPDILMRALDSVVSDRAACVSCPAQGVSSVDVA
CAL PDZ FP-1 = inhibitors of human CAL PDZ peptide binding; inhibition, % at 24.9 µM; 300,000 compounds, 0.92% hits; AID 602252; purified CAL PDZ, TMR-peptide fluorescence polarization, 1 h;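 active = mean inhibition of at least 30% with at least half of replicates also reaching 30%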;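 also: 0% = DMSO neutral control and 100% = excess unlabeled competitor peptide PRC23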
RTF Ca sens act = cardiac RTF calcium sensitization | IANBD-labeled TnC RTF fluorescence at EC20 calcium; 0% EC20 calcium, 100% full calcium | activation, % at 7.2 µM | 340,000 compounds, 0.24% hits;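 active = activation above the mean over all tested compounds plus 3 SD, cut at about 30% in these data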;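 also: rise in fluorescence read as greater calcium sensitivity of cardiac thin filaments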
CAL PDZ FP-2 = human CAL PDZ-peptide interaction inhibition; inhibition, % at 20 µM; purified CAL PDZ, TMR-peptide fluorescence polarization, 1 h; 330,000 compounds, 0.02% hits; Q9HD26; AID 504414;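 active = highest replicate inhibition of at least 40%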;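 also: plate controls were DMSO neutral control wells for no effect and unlabeled competitor peptide control wells for full effect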
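Test system: purified CerCALP PDZ construct; Compound dosing: one concentration, 20 µM compound; Also added: TMR-labelled reporter peptide T*-PRC34 bound in PDZ groove; Read-out: inhibition from polarization loss; Controls: unlabelled peptide and DMSO controls; Signal: FP readout, S and P plane fluorescence; Incubation: 1 h at RT.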
The depositor's hits bear a star; x = not tested or not shown.

SMILES	C-LANA FP	PKA-R2B activ	Keap1-Nrf2 PPI	SR-BI DiI-HDL act	RTF Ca sens inh	Rtt109 Vps75	DAGLB inh	CAL PDZ FP-1	RTF Ca sens act	CAL PDZ FP-2
O=C(COC(=O)/C=C/c1ccccc1F)Nc1nnc(-c2ccccc2)o1	0.5	-12	1	-19	-4	-20	5	1	-2	-2.7
COc1ccc(NS(=O)(=O)c2ccc(OCC(=O)N3CCCC3)cc2)cc1	2.0	2	3	-4	-5	-7	-1	0	-1	x
O=C(N/N=C/c1cccc(C(F)(F)F)c1)c1cc2c(s1)-c1ccccc1CC2	0.5	2	2	5	-4	-3	-5	-1	-3	0.2
O=C1C(c2ccccc2)c2ccccc2N1Cc1ccccc1 (stereo not drawn)	1.1	-9	-8	-3	0	-3	-9	1	-7	-0.9
O=C(Nc1cccc(-c2nc3cccnc3s2)c1)C1c2ccccc2Oc2ccccc21	-0.6	2	0	53	-10	1	-4	0	6	-0.9
CC(C)C[C@@H](CN)NC(=O)c1nc[nH]c1C(=O)N[C@@H](CC(C)C)C(=O)CNC[C@H](C)NC(=O)c1nc[nH]c1C(=O)N[C@@H](CC(C)C)C(=O)O	2.6	4	3	13	-3	-3	-1	-1	-2	0.3
CCOc1ccc(S(=O)(=O)N(C)CC(=O)NCc2ccc3c(c2)OCO3)cc1	0.0	3	-6	3	-2	-7	1	-5	-2	-2.3
C[C@@H](C(=O)N[C@@H](Cc1ccccc1)C(=O)O)n1nnc2ccccc2c1=O	-0.3	1	-6	19	1	-1	-2	-4	4	1.2
COc1cccc(CNC(=O)COc2cc3c(c4oc(=O)cc(C)c24)CCC(C)(C)O3)c1	-1.9	0	-4	-77	-3	-4	-19	-1	0	-2.3
C1CNC(C23CC4CC(CC(C4)C2)C3)=N1	-0.2	-2	0	x	-3	-22	-1	2	-6	-0.9
CCS(=O)(=O)N1CCC(C(=O)NCc2cccc(OC)c2)CC1	1.8	-7	-7	-3	-7	-1	2	0	9	2.8
COc1ccccc1NC(=O)C1(c2ccccc2)CCCC1	0.7	-5	3	-4	-2	9	-4	x	7	0.3
CSCCC(CO)NC(=O)OCc1ccccc1 (stereo not drawn)	-0.4	-5	-2	32	1	1	1	0	-25	x
O=C(NC(=S)Nc1cc(C(F)(F)F)ccc1N1CCOCC1)c1ccco1	1.2	x	-5	-21	x	18	x	x	x	-1.1
CCCSc1ccc([C@@H]2[C@H]3C(=O)N(CC)C(=O)[C@H]3[C@]3(C(=O)OC)CCCN23)cc1OC	1.3	8	-9	5	-17	1	-1	2	-9	0.8

Some of these compounds in order of length of the SMILES, low to high:
SMILES	C-LANA FP	PKA-R2B activ	Keap1-Nrf2 PPI	SR-BI DiI-HDL act	RTF Ca sens inh	Rtt109 Vps75	DAGLB inh	CAL PDZ FP-1	RTF Ca sens act	CAL PDZ FP-2
CCS(=O)(=O)N1CCC(C(=O)NCc2cccc(OC)c2)CC1	1.8	-7	-7	-3	-7	-1	2	0	9	2.8
O=C(NC(=S)Nc1cc(C(F)(F)F)ccc1N1CCOCC1)c1ccco1	1.2	x	-5	-21	x	18	x	x	x	-1.1
CCOc1ccc(S(=O)(=O)N(C)CC(=O)NCc2ccc3c(c2)OCO3)cc1	0.0	3	-6	3	-2	-7	1	-5	-2	-2.3
O=C(N/N=C/c1cccc(C(F)(F)F)c1)c1cc2c(s1)-c1ccccc1CC2	0.5	2	2	5	-4	-3	-5	-1	-3	0.2

3 entries from above, arranged by the number in Keap1-Nrf2 PPI, lowest first:
structure | Keap1-Nrf2 PPI
CCS(=O)(=O)N1CCC(C(=O)NCc2cccc(OC)c2)CC1 | -7
CSCCC(CO)NC(=O)OCc1ccccc1 (stereo not drawn) | -2
CC(C)C[C@@H](CN)NC(=O)c1nc[nH]c1C(=O)N[C@@H](CC(C)C)C(=O)CNC[C@H](C)NC(=O)c1nc[nH]c1C(=O)N[C@@H](CC(C)C)C(=O)O | 3

Next part.
SMILES	C-LANA FP	PKA-R2B activ	Keap1-Nrf2 PPI	SR-BI DiI-HDL act	RTF Ca sens inh	Rtt109 Vps75	DAGLB inh	CAL PDZ FP-1	RTF Ca sens act	CAL PDZ FP-2
COc1ccc(C2C(C(=O)N3CC(C)CC(C)C3)c3ccccc3C(=O)N2C)cc1 (stereo not drawn)	-1.1	-1	-1	27	-9	2	-1	2	-3	-1.2
O=C(CCNC(=O)N1CC(=O)Nc2ccccc21)Nc1ccc(Cl)cc1	-0.4	1	-3	13	1	3	-3	-5	-3	-3.0
CCN(C[C@H]1N[C@@](CC)(C(=O)OC)[C@H]2C(=O)N(C)C(=O)[C@@H]12)S(=O)(=O)c1ccc(C(C)(C)C)cc1	-0.5	8	0	-10	-11	-2	2	-3	0	-4.4
Cc1ccccc1C1NC(=S)NC2=C1C(=O)CC(C)(C)C2 (stereo not drawn)	0.1	2	0	13	2	2	0	-3	4	0.3
N#Cc1cc([N+](=O)[O-])ccc1NC(=O)COC(=O)C1CC2CCCC(C1)C2=O (stereo not drawn)	-0.6	5	-2	16	-10	23	2	-4	-5	-2.0
CCOCCCNC(=O)C1CCC(=O)N1CCc1ccccc1 (stereo not drawn)	-2.4	3	-3	23	2	-2	0	1	1	-1.2
CCOC(=O)c1c(C)[nH]c(C(=O)COC(=O)c2ccccc2NC(=O)c2ccco2)c1C	4.9	7	1	-9	7	-3	-4	-2	0	x
Cc1ccc(-n2c(SCC(=O)NCCC3=CCCCC3)nc3n[nH]c(C)c3c2=N)cc1Cl	-0.8	-10	-3	-23	2	4	-2	-2	-3	-2.8
Cc1ccc(OC(C)C(=O)N(C)Cc2ccccc2)c([N+](=O)[O-])n1 (stereo not drawn)	1.6	6	3	x	2	4	-4	x	-4	-0.3
CCOCCCNC(=O)c1c[nH]c2ccc(S(=O)(=O)Nc3cccc(OC)c3)cc2c1=O	-0.8	9	-5	13	4	-8	1	-7	9	-6.2
CC(C)Oc1cccc(C(=O)C2CCCN(C(=O)c3ccoc3)C2)c1 (stereo not drawn)	2.0	-6	-2	1	-3	-1	-3	-5	-1	-1.3
Cn1c(Cc2ccccc2)nnc1SCc1ccc(C(=O)O)cc1	1.5	2	1	7	-13	1	5	0	3	-2.2
COC(=O)c1sccc1S(=O)(=O)Nc1ccc(C)cc1	-0.2	-2	-5	1	1	4	-2	-1	2	-1.1
CCc1cccc(NC(=O)CSCc2nc3sc(C)c(C)c3c(=O)[nH]2)c1	0.6	-10	1	10	-12	-2	-1	-3	-3	0.7
Cc1cccc(C(=O)NCC2CCN(C(=O)c3cccc(C)c3)CC2)c1	0.9	-7	-4	6	-3	-8	1	-3	1	-2.3
C[C@@H](C(=O)N1CCN(C(=O)OC(C)(C)C)CC1)n1cc(CCC(=O)O)nn1	-0.4	-7	-1	10	1	-2	-7	0	-3	-0.8
CCOC(=O)Cc1nnc(NC(=O)CSc2ccc(Cl)cc2)s1	1.8	1	2	14	-3	-1	1	-5	3	-1.5
NC(=O)CCC(NC(=S)Nc1ccccc1)C(=O)O (stereo not drawn)	0.0	-11	2	x	-8	-4	2	x	0	-2.0
CSCCOC(=O)C1=C(C)NC(=O)NC1c1ccc2c(c1)OCO2 (stereo not drawn)	0.4	2	-1	11	-7	-5	1	x	1	-1.1
O=C(O)CCCC(=O)Nc1ccc(N2CCCC2)cc1	7.7	-14	0	10	-1	-6	-3	93*	-3	x
CCOC(=O)c1c(C)oc2c1c(C(c1cccnc1)N1CCOCC1)c(O)c1ccccc12 (stereo not drawn)	-1.3	0	-2	x	-6	7	0	-1	2	-1.0
CCn1c(SCC(=O)NC2CC2)nnc1C(C)Oc1ccccc1 (stereo not drawn)	0.5	-1	-3	-14	9	-2	1	-1	-2	-2.0
COc1ccc(CCNC(=O)COc2nsnc2N2CCOCC2)cc1OC	-0.5	0	-1	x	-7	1	-1	0	-6	-3.9
COc1ccccc1/C=N/NC(=O)C(=O)N1CCN(c2ccccc2OC)CC1	-0.2	-7	0	0	-4	-3	1	-7	-1	-2.8
CC(=O)Nc1ccc(S(=O)(=O)NC(CC(=O)NCCC2=CCCCC2)C(C)C)cc1 (stereo not drawn)	2.8	-7	2	-1	-10	18	0	45*	-4	-0.2
COc1ccc(C(=O)OCC(=O)Nc2c(C)cccc2C)c(OC)c1OC	-0.3	-1	-2	x	12	-4	0	2	-1	0.5
COC(=O)Cn1c(C)nc(=O)c(-c2ccccc2)c1C	-1.0	-8	-5	12	-2	-2	4	-3	-3	-0.1
Cc1ccccc1NC(=O)Cn1nnc2ccccc21	-0.3	0	-6	-7	-1	x	0	0	5	-0.8
Cn1c(C(=O)NCc2ccccc2)cc2oc3ccccc3c21	-1.0	-3	1	-9	-7	7	-13	-3	-5	-1.2
CCOP(=O)(OCC)C(NC(=O)Nc1c(C)cc(C)cc1C)c1ccccc1 (stereo not drawn)	-0.7	0	-1	-18	-4	-2	-1	-2	1	0.8
O=C(CN1CCCCC1)N1c2ccccc2Oc2ccccc21	-0.8	0	-1	14	4	7	-4	-1	2	x
CC(C)CC(NC(=O)C(COCc1ccccc1)NC(=O)OC(C)(C)C)C(=O)NN (stereo not drawn)	-0.4	3	-1	-9	-10	-8	-2	1	7	-1.7
CCc1ccc(C(C)NC(=O)COC(=O)c2ccc(-n3cnnn3)cc2)cc1 (stereo not drawn)	-0.4	4	5	-2	0	-5	0	-3	1	0.5

Single records, as listed above. Order of values: C-LANA FP	PKA-R2B activ	Keap1-Nrf2 PPI	SR-BI DiI-HDL act	RTF Ca sens inh	Rtt109 Vps75	DAGLB inh	CAL PDZ FP-1	RTF Ca sens act	CAL PDZ FP-2
O=C(CN1CCCCC1)N1c2ccccc2Oc2ccccc21 in the list: -0.8	0	-1	14	4	7	-4	-1	2	x
COc1ccccc1/C=N/NC(=O)C(=O)N1CCN(c2ccccc2OC)CC1 in the list: -0.2	-7	0	0	-4	-3	1	-7	-1	-2.8
